# INS promoter inh: TRM-6 insulin promoter activity inhibition. TRM-6 cells (human fetal islet line), insulin promoter-eGFP reporter, imaging; reporter expression induced with tamoxifen. inhibition, % at 2 µM. 0.9% of 130,000 active. AID 1273;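 active = inhibition above the mean plus 3 SD, with well images judged a real hit on visual review, cut at about 60% in these data, passing the limit was not always enough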
# sdo1 growth: restores growth of sdo1-depleted yeast. S. cerevisiae sdo1-depleted JHY4D growth rescue, OD600 30 h; hits give high values; pdr5 snq2 efflux-pump mutant strain. z-score at 10 µM. 0.21% of 140,000 active. AID 817;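 active = z-score above 3 at both the 24 hr and the 30 hr optical density reads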;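 note: z-score against mean and SD of all compound wells on the same plate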
# sdo1 growth Rescue 24 h: further read-out of sdo1 growth, marked with its call; z-score; S. cerevisiae sdo1-depleted JHY4D growth rescue, OD600; measured here: growth rescue at 24 h;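 0 is the plate mean of compound wells and units are plate SD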
# Starred values were filed as active, the others as inactive; nt = no result given.
INS promoter inh | SMILES | sdo1 growth | sdo1 growth Rescue 24 h
3 | O=C(CN1C2=NCCN2c2ccccc21)c1ccco1 | 1.4 | 2.1
-2 | CCN(CC)c1ccc(NC(=O)Nc2ccc(C(C)=O)cc2)cc1 | 0.04 | -0.41
27 | CC(C)(C)Cc1nnc(NC(=O)Cc2ccc([N+](=O)[O-])cc2)s1 | 0.33 | -0.44
33 | CCOC(=O)c1sc(NS(=O)(=O)c2ccccc2Cl)nc1C | -0.27 | -0.87
nt | COc1ccc(C2CC(=O)N3C(=C2C#N)SCC3(O)c2ccccc2)cc1 (stereo unspecified) | -0.47 | -0.07
-4 | CC1=NN(C(=O)Cc2ccc([N+](=O)[O-])cc2)C(O)(c2cccnc2)C1 (stereo unspecified) | 0.08 | -0.07
56 | Cc1nn(C(C)(C)C)c(OC(=O)c2cccs2)c1Sc1ccccc1 | -0.9 | -0.42
13 | O=C(/C=C/c1cccc(O)c1)c1cccnc1 | nt | nt
-12 | CCN1CCCC1CN(Cc1cc2cc(OC)ccc2[nH]c1=O)C(=O)NCc1ccccc1 (stereo unspecified) | -0.11 | -0.58
0 | Cc1cc(NCc2ccccn2)nc2ccccc12 | 0.36 | -0.72
nt | C=CCOC(=O)C(C#N)c1nc2ccccc2nc1N1CCN(c2ccccc2OCC)CC1 (stereo unspecified) | -0.76 | -1.1
-33 | CC(C)(CNC(=O)c1ccc(S(=O)(=O)N2CCCC2)cc1)N1CCOCC1 | nt | nt
nt | COc1ccc(C2C3=C(Nc4ncnn42)c2ccccc2CCC3)cc1 (stereo unspecified) | -0.6 | -0.64
nt | CC(C)CC(=O)NC(=S)NNC(=O)c1ccc(NC(=O)C2CCCCC2)cc1 | 0.46 | -0.16
33 | COc1cc(-c2nc(-c3ccccc3)c(-c3cccs3)[nH]2)cc(OC)c1O | 0.81 | 1.4
16 | CC1CCC2(CC1)NC(=O)N(CC(=O)NCc1cccs1)C2=O (stereo unspecified) | 0.03 | -0.39
-100 | COc1cccc(NC(=O)CN(C)C(C)C(=O)Nc2ccc(C(C)=O)cc2)c1 (stereo unspecified) | nt | nt
nt | CN1CCN(C(c2cccc(C(F)(F)F)c2)c2nnnn2Cc2ccccc2)CC1 (stereo unspecified) | -0.49 | -0.95
nt | COc1ccc(CNC2CCCC2)c(OC)c1OC | 1.1 | 0.88
nt | CCC(=O)Nc1cc(-c2nn(C)c(=O)c3ccccc23)ccc1N1CCCCC1 | -1.9 | -1.2
2 | CC(=O)Nc1ccc(S(=O)(=O)NCC(=O)OCC(=O)c2cc(C)n(-c3ccc4c(c3)OCO4)c2C)cc1 | 0.36 | 0.46
-294 | CCCC(C)c1nnc(NC(=O)C2CCCO2)s1 (stereo unspecified) | 0.86 | 1.2
nt | Cc1ccc(S(=O)(=O)c2c(N)n(C)c3nc4ccccc4nc23)cc1 | -0.77 | -0.88
nt | CC(C)C(NC(=O)c1ccc2c(c1)OCO2)C(=O)N/N=C\c1ccco1 (stereo unspecified) | 0.31 | 0.2
4 | CCN(CC)S(=O)(=O)c1cccc(-c2nnc(SCC(=O)NC3CCCCCCC3)n2N)c1 | 1.8 | 1.5

# More results.
INS promoter inh | SMILES | sdo1 growth | sdo1 growth Rescue 24 h
72 | O=C(c1c[nH]c2ccc(S(=O)(=O)N3CCOCC3)cc2c1=O)N1CCN(c2ccccn2)CC1 | -0.23 | -0.53
-4 | CCCCCn1c(CN2CCN(Cc3ccccc3)CC2)nc2c1c(=O)n(C)c(=O)n2C | -0.58 | -0.78
-16 | COc1ccc2c(c1)CC/C(=C\C=C\c1ccccc1OC)C2=O | -0.68 | -0.48
-10 | C/C(=N\NC(=O)c1ccco1)c1ccc(NC(=O)c2ccccc2)cc1 | nt | nt
11 | CC1CCc2nc(NC(=O)C3CCCO3)sc2C1 (stereo unspecified) | -0.14 | -0.37
-10 | CCCN(CCC)CCNS(=O)(=O)c1ccc2c(c1)CCN2C(=O)C1CCC1 | 0.12 | -0.41
45 | CC(Sc1ccccc1)C(=O)Nc1ccc(S(=O)(=O)N2CCOCC2)cc1 (stereo unspecified) | 0.22 | 0.33
25 | CC(C)[C@H](NC(=O)Nc1ccccc1F)C(=O)O | -0.46 | 1.2
38 | CC(C)CC(=O)NCc1ccc(F)cc1 | 2 | 1.7
13 | Cc1cc(-c2[nH]nc3c2C(c2cccc(O)c2)C(C#N)=C(N)O3)c(C)s1 (stereo unspecified) | 1 | 1.1
71* | CC(=O)N1CCN(C(=O)c2cc(C)nc3ccccc23)CC1 | nt | nt
-11 | COc1ccc(N(C(=O)c2ccccc2OC(C)=O)C(C)C2CC2)cc1 (stereo unspecified) | -0.84 | -0.6
nt | COC(=O)CSc1nc2ccc(NC(C)=O)cc2s1 | 0.15 | -0.23
nt | COc1ccc(-n2ccc(=O)c3c2CCCC3=O)cc1 | 1.2 | 1.1
3 | COC(=O)c1ccc(NC(=O)CCS(=O)(=O)c2ccc(Br)s2)cc1 | -0.14 | 0.66
52 | Cc1onc(-c2ccccc2Cl)c1C(=O)Nc1cccc(-c2cn3cccnc3n2)c1 | -0.86 | -1.6
50 | CC(CCc1ccccc1)NC(=O)c1ccc2nc(N3CCOCC3)sc2c1 (stereo unspecified) | nt | nt
-40 | CN(C)C(=O)c1noc2cc([N+](=O)[O-])ccc12 | 1.2 | 0.53
nt | Cc1cccc(NC(=O)c2ccc(S(=O)(=O)N(C)C)cc2)c1 | -0.6 | -0.52
9 | Cc1cc2nc(-c3ccc(SCC(=O)Nc4ccc(S(=O)(=O)N5CCCC5)cc4)nc3)[nH]c2cc1C | -0.1 | 1.2
14 | COc1ccc(O)c(/C=N/Nc2nc(Nc3ccccc3)nc(-n3nc(C)cc3C)n2)c1 | -1 | -0.12
-12 | O=C(CNC(=O)c1cccs1)OCC(=O)c1ccc(Br)cc1 | nt | nt
-23 | COc1ccccc1-n1c(SCC(=O)Nc2ccccc2F)nc2[nH]ncc2c1=O | 0.39 | 0.38
20 | CN1C(C)(C)CC(NC(=O)CCC(=O)NC2CC(C)(C)N(C)C(C)(C)C2)CC1(C)C | nt | nt
-41 | CC(On1c(-c2ccccc2)nc2ccc(Cl)cc21)C(=O)O (stereo unspecified) | nt | nt

# (further entries)
INS promoter inh | SMILES | sdo1 growth | sdo1 growth Rescue 24 h
nt | Cc1ccc(S(=O)(=O)NCc2cn3ccsc3n2)c(C)c1 | 0.38 | 0.95
nt | Cc1cc(Cl)ccc1OCCCC(N)=O | 1.2 | 0.74
nt | Cc1nc2ccccc2c2oc(C(=O)NCc3ccc4c(c3)OCO4)cc12 | -0.48 | 0.04
-26 | COCCNC(=O)c1cc2c(-c3ccccc3F)nn(C)c2s1 | 0.95 | 0.61
12 | COc1ccccc1C(=O)n1nc(-c2ccc(Cl)cc2)nc1N | -0.74 | 1.4
31 | Cc1c(N2C(=O)/C(=C\C3CC=CCC3)SC2=S)c(=O)n(-c2ccccc2)n1C (stereo unspecified) | nt | nt
-15 | O=C(CCCCO)CCCCCCCC[C@H]1N[C@H](CO)[C@H](O)[C@@H]1O[C@@H]1O[C@H](CO)[C@@H](O)[C@H](O)[C@H]1O | -0.41 | -0.44
9 | Cc1[nH]c2ccc(-c3n[nH]c(=S)n3-c3ccccc3)cc2c1C | -0.24 | -0.5
0 | CCN(CC)c1ccc(NC(=O)COC(=O)CSc2ccc(Br)cc2C)cc1 | -0.2 | -0.78
-257 | COc1ccc(NC(=O)c2cc(OC)c(OC)c(OC)c2)cn1 | -0.54 | -0.23
8 | COc1ccc(C(=O)NC2CCN(C(=S)Nc3cc(C)ccc3C)CC2)cc1 | 0.98 | 0.89
-45 | COc1ccc(NC(=S)N2CCN(Cc3cccc(F)c3)CC2)c(OC)c1 | nt | nt
16 | Cc1cc(COc2ccccc2O)on1 | 0.84 | 0.8
9 | Cn1nc(C(=O)N2CCN(S(=O)(=O)c3ccccc3)CC2)c2ccccc2c1=O | 0.57 | 0.5
nt | CCN(CC)S(=O)(=O)c1cccc(-c2nnc(SCC#N)n2Cc2ccccc2)c1 | -0.36 | -0.9
nt | COC(=O)c1sccc1NC(=O)CSc1ccccc1NS(=O)(=O)c1cc(Cl)ccc1Cl | 1.2 | 2.4
25 | Cc1[nH]nc(SCC(=O)NCC(C)C)c1[N+](=O)[O-] | nt | nt
-7 | Cc1c(C=O)c(C=O)c(C)n1Cc1ccccc1 | 0.26 | 0.84
-41 | O=C(c1ccc2c(=O)n3c(nc2c1)CCCCC3)N1CCN(C(c2ccccc2)c2ccccc2)CC1 | -1.3 | -1.6
-18 | Cc1ccc(S(=O)(=O)Nc2cc(S(=O)(=O)N3CCCCC3)ccc2N2CCOCC2)cc1 | nt | nt
nt | CCC(C)NC(=O)CN1C(=O)CC(C)(C)S(=O)(=O)c2ccccc21 (stereo unspecified) | 1.1 | 1.2
-5 | CC#C[C@]1(O)CC[C@H]2[C@@H]3CCC4=CC(=O)CCC4=C3[C@@H](c3ccc(N(C)C)cc3)C[C@@]21C | -0.99 | -0.67
-21 | CCOc1ccc(CCNC(=O)C2CCN(S(=O)(=O)N3CCOCC3)CC2)cc1OCC | 0.19 | -0.37
nt | CCc1nnc(NC(=O)CSc2nnc(-c3ccoc3C)n2-c2ccc(C)cc2)s1 | 0.16 | 0.99
36 | Cc1ccc(-n2c(N)c(C(=O)NCc3cccnc3)sc2=S)cc1 | 2.1 | 0.18

# Further entries.
INS promoter inh | SMILES | sdo1 growth | sdo1 growth Rescue 24 h
20 | CCOC(=O)C(NC(=O)Nc1ccc(F)cc1F)(Oc1ccccc1)C(F)(F)F (stereo unspecified) | 0.16 | -1
-9 | CCNC(=O)NCCc1c[nH]c2ccc(Cl)cc12 | 0.8 | 0.9
-17 | N#Cc1c(N)nc2c3c(sc(=N)c2c1N)NC(=O)CC3c1ccccc1 (stereo unspecified) | 1 | 0.48
-123 | CCN1CCN(C(=S)c2ccc(OCC(=O)Nc3ccc(OC)cc3)cc2)CC1 | nt | nt
17 | CC(=O)Nc1ccc(/C(C)=N/NC(=O)C2CC2c2ccccc2)cc1 (stereo unspecified) | -0.39 | -0.71
nt | COc1ccc(-c2cc(C(=O)N3CC4(C)CC3CC(C)(C)C4)no2)cc1OC (stereo unspecified) | -1.5 | -1.1
11 | COc1ccc2[nH]c(=O)c(CN(CCc3cccc(C)c3)C(C)=O)cc2c1 | 0.16 | -0.35
20 | COC(=O)C1=C(CSc2nc3c(cc2C#N)CN(C)CC3)OC(N)=C(C#N)C1c1ccc(F)cc1 (stereo unspecified) | -0.41 | -0.75
27 | O=C(CN1C(=O)c2ccccc2C1=O)N1CCOCC1 | 1.8 | 1.8
-36 | Cc1cc2n(n1)C(c1c[nH]c3ccccc13)Nc1ccccc1-2 (stereo unspecified) | -2.8 | -2.1
29 | CCNS(=O)(=O)c1cc(OC)c(Cl)cc1OC | -0.82 | -1.5
-50 | CN(Cc1cccs1)C(=O)CSc1nc2ccccc2[nH]1 | nt | nt
-33 | O=C(Nc1ccc2c(c1)OCO2)C1CCCN1C(=O)OCc1ccccc1 (stereo unspecified) | -0.25 | 0.14
-67 | Cc1c(C(=O)NNS(=O)(=O)c2ccccc2Cl)sc(=S)n1C | 1.1 | 1.4
nt | CCCCn1nc(NC(=O)c2cccs2)c2cc3ccccc3nc21 | -1.1 | -0.95
8 | Cc1cc2c(cc1C)N(C(=O)CSC1=NCCS1)C(C)(C)c1ssc(=S)c1-2 | -0.46 | -0.18
-426 | CC(=O)N(c1ccc(Cl)cc1)c1cn(C(C)=O)c2ccccc12 | nt | nt
43 | CCCn1cnc2scc(-c3ccc(C)cc3)c2c1=O | nt | nt
-30 | O=C(CCSc1ccccc1)N1CCN(c2ccccc2)CC1 | nt | nt
2 | O=C(NC(C(=O)N/N=C/c1ccccc1)c1n[nH]c(=O)c2ccccc12)c1ccccc1 (stereo unspecified) | 1.3 | -0.47
9 | O=C(NC1CCN(C(=O)NCc2ccccc2)CC1)c1ccco1 | 1.3 | 2.2
19 | CC1Sc2ccc(C(=O)O)cc2NC1=O (stereo unspecified) | 0.96 | 1.1
7 | CCCOC(=O)c1cccc(NC(=O)COc2ccc([N+](=O)[O-])cc2)c1 | 0.02 | 0.54
20 | Cc1nn(Cc2ccc(Cl)c(Cl)c2)c(C)c1NC(=O)c1cc(-c2ccc3c(c2)OCO3)on1 | -0.22 | 1.5
-69 | CC(=O)Nn1cc2c(c1-c1ccccc1)c(=O)n(C)c(=O)n2C | -0.33 | -0.29
21 | CSC(=Nc1ccccc1)C1=C(O)COC1=O | 0.96 | 0.81
-21 | N=c1c2cn[nH]c2nc(SCC(=O)c2ccc(Br)cc2)n1-c1ccc(Br)cc1 | nt | nt

# Outcome played no part in choosing rows; about 0.99% have a hit in one of these screens.
